Screening results deposited in PubChem BioAssay by National Center for Advancing Translational Sciences (NCATS).
Tau FP inhib = qHTS for Inhibitors of Tau Fibril Formation, Fluorescence Polarization; Microtubule-associated protein tau (Homo sapiens), P10636; K18 P301L tau heparin fibrillization, Alexa594 FP, 6 h; Potency, µM (titrated, usually from 57.7 µM), inactives show at the highest dose activity, negative = inhibition, usual class: inhibitors; 280,000 compounds, 0.39% hits; note: nearly all actives have a fitted effect of over 55% in size
Target sequence (P10636 561-689 P618L limits assumed): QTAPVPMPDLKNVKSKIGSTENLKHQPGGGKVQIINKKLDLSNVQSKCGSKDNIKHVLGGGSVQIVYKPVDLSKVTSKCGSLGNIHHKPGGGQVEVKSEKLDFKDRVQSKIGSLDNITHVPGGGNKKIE
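Quantitative HTS format: compounds meet 15 uM recombinant K18 P301L tau and Alexa 594-tau tracer in 100 mM sodium acetate pH 7; 20 uM heparin triggers fibrillization at 37 C over 6 hr; FP gives the signal.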
RECQ1 helicase = qHTS Assay for Inhibitors of RecQ-Like Dna Helicase 1 (RECQ1); ATP-dependent DNA helicase Q1 (Homo sapiens), P46063; RECQ1 DNA unwinding, red fluorescence kinetic read; Potency, µM (top dose mostly 57.3 µM), inactives show at the highest dose activity, negative = inhibition, actives largely listed as inhibitors; 240,000 compounds, 0.54% hits; AID 2549, 2010;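 note: plate controls were vehicle for no effect and no enzyme for full effect; nearly all actives have a fitted effect of over 30% in size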
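RECQ1T1 50 nM; forked duplex (20 bp + 30-nt ss tails) 200 nM, ATP 2 mM final; pH 8.0, 2 mM MgCl2, 2.5 ug/ml poly(dI-dC); 15 min compound preincubation; discontinuous kinetic read over 2 h at RT.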
JMJD2E inh = qHTS Assay for Inhibitors of Human Jumonji Domain Containing 2E (JMJD2E). Potency, µM (highest dose often 57.1 µM), for inactives: at the highest dose activity change, negative = inhibition, hits mostly inhibitors. 230,000 compounds, 1.6% hits. JMJD2E catalytic domain, FDH-coupled NADH fluorescence (FDH is formaldehyde dehydrogenase). Lysine-specific demethylase 4E (Homo sapiens), B2RXH2. AID 2147, 2009; active = well fitted inhibition curve with a large enough effect, not every such curve was filed as active; inconclusive = small, poorly fitted or top-dose-only effect, or another doubt; inactive = no such curve, though single readings can be large or run the other way;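 note: 0% = wells with enzyme and -100% = buffer wells without enzyme; nearly all actives have a fitted effect of over 50% in size; many of its hits are not listed in these tables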
TRb-SRC2 inh = qHTS for Inhibitors of the Interaction of Thyroid Hormone Receptor and Steroid Receptor Coregulator 2; Thyroid hormone receptor beta (Homo sapiens), P10828; 280,000 compounds, 0.065% hits; Potency, µM (top dose mostly 106 µM), for inactives: at the top dose activity change, negative = inhibition, usual class: inhibitors; TRbeta-SRC2 peptide binding, fluorescence polarization; receptor liganded with 1 µM T3;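 note: plate controls were bound peptide for no effect and peptide without receptor for full effect; nearly all actives have a fitted effect of over 50% in size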
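Binding of a 20-amino-acid Texas Red SRC2 peptide (20 nM) to TRb ligand-binding domain (0.6 uM) with agonist T3 at 1 uM was followed by fluorescence polarization after a 5 hr room-temperature incubation.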
Tau ThT inhib = qHTS for Inhibitors of Tau Fibril Formation, Thioflavin T Binding. Microtubule-associated protein tau (Homo sapiens), P10636. recombinant tau K18 P301L (four-repeat tau fragment), heparin-induced fibrillization, ThT fluorescence. Potency, µM (top dose mostly 57.4 µM), for the others: at the top dose activity, negative = inhibition, most hits filed as inhibitors. 270,000 compounds, 2.1% hits. AID 1460, 2008; note: nearly all actives have a fitted effect of over 55% in size
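Heparin-induced fibrillization of the P301L-mutant K18 repeat-domain fragment of human tau was followed by ThT binding in quantitative high-throughput format.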
RGS12 GoLoco inh = qHTS Assay for Inhibitors of RGS12 GoLoco Motif Activity (Red Fluorophore). Guanine nucleotide-binding protein G(i) subunit alpha-1 (Homo sapiens), P63096. Potency, µM (top dose mostly 61.6 µM), for inactives: top-dose activity, negative = inhibition, actives largely listed as inhibitors. Gai1:RGS12 GoLoco peptide FP, rhodamine, 10 min. 230,000 compounds, 0.44% hits; active = well fitted inhibition curve with a large enough effect, not every such curve was filed as active; inactive = no such curve, though single readings can be large or run the other way; note: nearly all actives have a fitted effect of over 30% in size; many of its hits are not listed in these tables
TexasRed fluor = Total Fluorescence Counterscreen for Inhibitors of the Interaction of Thyroid Hormone Receptor and Steroid Receptor Coregulator 2 | 280,000 compounds, 0.29% hits | Potency, µM (doses to about 106 µM), for inactives: at the highest dose fluorescence change, negative = quenching | TRb/SRC2 Texas Red total fluorescence interference; active = well fitted curve in either direction with a large enough effect; inconclusive = small, poorly fitted or top-dose-only effect
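Human TRb ligand-binding domain at 0.6 uM with 20 nM Texas Red SRC2 peptide in Tris buffer containing 1 uM T3 and 5% DMSO, incubated with compound 5 h at ambient temperature. Total fluorescence (555/632 nm) calculated as parallel + 2 × perpendicular.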
L3MBTL1 inh = qHTS Assay for the Inhibitors of L3MBTL1; AlphaScreen L3MBTL1–H3K9me1 peptide binding; AID 485360, 2010; 230,000 compounds, 0.66% hits; Potency, µM (highest dose often 57.1 µM), inactives show top-dose activity, negative = inhibition, actives largely listed as inhibitors; Lethal(3)malignant brain tumor-like protein 1 (Homo sapiens), Q9Y468; note: nearly all actives have a fitted effect of over 60% in size
Target sequence (Q9Y468 whole entry, looked up): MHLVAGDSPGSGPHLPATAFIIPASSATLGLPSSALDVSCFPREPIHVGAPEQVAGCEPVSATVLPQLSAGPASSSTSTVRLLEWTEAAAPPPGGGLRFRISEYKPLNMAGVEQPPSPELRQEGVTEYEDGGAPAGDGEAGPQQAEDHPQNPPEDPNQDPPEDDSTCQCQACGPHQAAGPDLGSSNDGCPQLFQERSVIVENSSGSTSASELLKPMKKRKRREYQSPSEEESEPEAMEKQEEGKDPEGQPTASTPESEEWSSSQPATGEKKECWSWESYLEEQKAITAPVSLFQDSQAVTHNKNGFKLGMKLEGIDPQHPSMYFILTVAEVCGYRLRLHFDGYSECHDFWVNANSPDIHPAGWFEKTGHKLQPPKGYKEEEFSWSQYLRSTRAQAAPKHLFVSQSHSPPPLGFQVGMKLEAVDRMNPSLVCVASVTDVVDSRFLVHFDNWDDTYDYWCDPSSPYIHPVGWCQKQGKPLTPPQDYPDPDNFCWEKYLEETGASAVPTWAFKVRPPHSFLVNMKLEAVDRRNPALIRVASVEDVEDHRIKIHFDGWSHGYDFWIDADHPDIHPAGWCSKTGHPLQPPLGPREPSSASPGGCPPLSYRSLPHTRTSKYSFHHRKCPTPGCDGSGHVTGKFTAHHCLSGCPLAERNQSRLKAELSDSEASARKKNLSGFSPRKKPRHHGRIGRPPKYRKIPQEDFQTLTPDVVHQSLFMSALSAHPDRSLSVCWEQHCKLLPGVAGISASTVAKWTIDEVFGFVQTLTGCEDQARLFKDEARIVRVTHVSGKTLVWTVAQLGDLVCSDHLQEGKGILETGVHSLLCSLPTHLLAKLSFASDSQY
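AlphaScreen proximity signal between nickel-chelate acceptor and streptavidin donor beads (final 10 ug/mL) reports binding of 50 nM L3MBTL1 to 75 nM biotin-H3 K9me1 peptide; complex incubated with compounds 30 min at room temperature; cefsulodin titration as control.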
Numbers without * were called inactive; i = inactive; ? = inconclusive; . = no result given; & = joins results of further samples; [ ] = another dose, or the depositor's remark. Unless noted, calls come from the whole dose curve; as a rule, active = well fitted curve in the direction sought with a large enough effect; inconclusive = small, poorly fitted or top-dose-only effect, or another doubt; inactive = no such curve, though single readings can be large; an effect the other way counts as inactive or inconclusive. Unless noted, % is set by controls: 0 for no effect and ±100 for the full control effect; potency is the fitted concentration of half-maximal effect.

1: Nc1cc2nc3ccccc3nc2cc1N
2: COc1ccc(/C=C/C(=O)N2CC3C[C@@H](C2)Cn2c3cccc2=O)cc1OC
3: O=C(O)c1ccc2[nH]cc(CCCCN3CC=C(c4ccccc4)CC3)c2c1
4: NC(N)=N/N=C/c1cn(-c2ccccc2)nc1-c1cccs1
5: O=C1C=C2C=C[C@@H]3C[C@@]2(O1)[C@H]1CCCCN31
6: [O-]/[N+](=C/c1cccnc1)c1ccc(Br)cc1
7: O=P(NS(=O)(=O)c1ccccc1)(Oc1ccccc1)Oc1ccccc1
8: Cc1cc(C)cc(OP(=O)(Oc2cc(C)cc(C)c2)Oc2cc(C)cc(C)c2)c1

entry no.	1	2	3	4	5	6	7	8
Tau FP inhib	?	-4%	-3%	-15%	2%&-16%	?	1%	.
RECQ1 helicase	-3%	-11%	-10%	-4%	-2%	i	-12%	-1%
JMJD2E inh	-2%	?	?	?	-5%	-3%	4%	.
TRb-SRC2 inh	3%	3%	-2%	0%	-4%&5%	2%	-1%	9%
Tau ThT inhib	10µM*	-11%	-8%	?	-13%&-18%	28µM*	-8%	.
RGS12 GoLoco inh	-72%	1%	-1%	8%	1%&6%	7%	4%	4%
TexasRed fluor	-6%	0%	-5%	-7%	1%&-2%	-3%	-4%	-1%
L3MBTL1 inh	?	.	.	-6%	.	.	.	.

9: O=C(Nc1ccc2c(c1)OCO2)c1cccn(Cc2ccccc2)c1=O
10: COC(=O)C(O)(c1ccc(NC(=S)NC(=O)c2ccccc2)cc1)C(F)(F)F (configuration not stated)
11: CC(C)Cc1nnc(NC(=O)CCC(=O)N2CCC3(CC2)OCCO3)s1
12: CN(C)P(=O)(NC(=O)c1cccn1C)N(C)C
13: CC1(C)CC(=O)C2=C(C1)NC(=O)C21C(C(=O)OC(C)(C)C)=C(N)Oc2ccc(Br)cc21 (configuration not stated)
14: Cc1noc(C)c1CSc1nc2cc(S(=O)(=O)N3CCOCC3)ccc2o1
15: COc1ccc(C2c3c(nc(C)[nH]c3=O)Oc3c2c(=O)oc2ccccc32)cc1 (configuration not stated)
16: Nc1c2c(nc3sc4c(c13)CCCC4)CCCCC2

entry no.	9	10	11	12	13	14	15	16
Tau FP inhib	-10%	-4%	-6%	4%	6%	?	10%	4%
RECQ1 helicase	.	i	-1%	-15%	-6%	-2%	-4%	-9%
JMJD2E inh	.	10%	3%	-3%	3%	-1%	2%	0%
TRb-SRC2 inh	1%	3%	3%	-1%	-18%	-2%	5%	-8%
Tau ThT inhib	-9%	-12%	-5%	-2%	-8%	-18%	8%	-12%
RGS12 GoLoco inh	.	3%	2%	6%	1%	-3%	10%	-1%
TexasRed fluor	0%	2%	0%	-3%	-3%	-1%	-3%	-5%
L3MBTL1 inh	.	1%	7%	.	-2%	-12%	5%	3%

17: CCCCC/C=C\C/C=C\C/C=C\C/C=C\CCCC(=O)OC(CO)CO
18: O=C(Cl)/C=C/C(=O)Cl
19: CN(C)c1ccc(N=Cc2c(O)n(CCC3=CCCCC3)c(=O)[nH]c2=O)cc1
20: Cc1ccc(CN2C(=O)c3ccccc3Sc3ccc(C(=O)N4CCC5(CC4)OCCO5)cc32)cc1
21: COc1ccc(C(=O)C2CCCN(C3CSCCSC3)C2)c(C)c1 (configuration not stated)
22: CCOC(=O)c1ccc(N2C(=O)c3[nH]nc(-c4ccccc4)c3C2c2ccc(C(C)C)cc2)cc1 (configuration not stated)
23: c1ccc(Cn2ccnc2)cc1
24: BrCC(Br)(Br)Br

entry no.	17	18	19	20	21	22	23	24
Tau FP inhib	-3%&-16%&-8%	.	-1%	3%	0%	?	?	.
RECQ1 helicase	2%	4%	0%	.	2%	.	11%	-9%
JMJD2E inh	-2%	.	12%	.	-22%	.	-36%	.
TRb-SRC2 inh	-9%&7%&5%	3%	6%	1%	-2%	-2%	-7%	-2%
Tau ThT inhib	?	.	?	-8%	-5%	-10%	-6%	.
RGS12 GoLoco inh	-18%&-2%&3%	12%	9%	.	8%	.	6%	2%
TexasRed fluor	0%&-13%&1%	0%	4%	0%	1%	1%	0%	-3%
L3MBTL1 inh	.	.	4%	.	-23%	.	-1%	2%

25: CC[C@H](C)[C@H](NC(=O)[C@H](CCCN=C(N)N)NC(=O)[C@H](CCCN=C(N)N)NC(=O)[C@H](CC(C)C)NC(=O)[C@H](Cc1ccccc1)NC(=O)CNC(=O)CNC(=O)[C@@H](N)Cc1ccc(O)cc1)C(=O)O
26: O=C1NC(=O)N(c2ccccc2)C(=O)/C1=C/c1coc2ccc(O)cc2c1=O
27: CCCN(CCC)[C@@H]1CCc2c(F)ccc(O)c2C1
28: COc1ccc(N2C(=O)NC(=O)/C(=C\c3ccccc3[N+](=O)[O-])C2=O)cc1
29: COc1ccc(OCC(=O)N2CCN(C/C=C/c3ccccc3)CC2)cc1
30: CCc1nnc(NC(=O)CSc2ccc(-c3ccco3)nn2)s1
31: CC/C(=N\NC(=O)c1ccccc1)c1c(O)n(Cc2ccccc2)c(=O)[nH]c1=O
32: COc1cccc(Oc2c(C)oc3cc(OC(=O)N(C)C)ccc3c2=O)c1

entry no.	25	26	27	28	29	30	31	32
Tau FP inhib	-6%	-6%	-8%	-10%	0%	-8%	3%	7%
RECQ1 helicase	i	2%	4%	i	-3%	?	3%	-8%
JMJD2E inh	.	?	-6%	?	0%	?	?	?
TRb-SRC2 inh	4%	3%	-9%	-4%	-2%	-9%	1%	-3%
Tau ThT inhib	-6%	?	-14%	?	-6%	?	?	-7%
RGS12 GoLoco inh	4%	23%	-10%	-11%	5%	27%	26%	-27%
TexasRed fluor	-3%	-5%	-5%	-1%	1%	-14%	2%	0%
L3MBTL1 inh	.	.	.	4%	-5%	.	-1%	-19%[11.4 µM]

33: Cc1ccc(NC(=O)CN2C(=O)CN=C(c3ccccc3)c3ccccc32)c(C)c1
34: CCn1ccnc1CN1CCCC(C(=O)c2cc(F)ccc2OC)C1 (configuration not stated)
35: COc1ccc(C(=O)N/N=C/C23CC[C@@H](O)CC2(O)CC[C@@H]2[C@@H]3CCC3(C)C(C4=CC(=O)OC4)CCC23O)cc1 (some centres not stated)
36: CCN(CC)C(=O)c1ccc(N2C(=O)C3CC=C(Cl)CC3C2=O)cc1 (configuration not stated)
37: CCOC(=O)c1c(N)n(CCN2CCCCC2)c2nc3ccccc3nc12
38: O=C(CSc1ccccc1)N1CCC2(CC1)OCCO2
39: CCCC1=C(C(=O)OCC)C2(C(=O)Nc3ccc(C)cc32)C(C#N)=C(N)O1 (configuration not stated)
40: CCOc1ccccc1OCCCCN1CCCC1

entry no.	33	34	35	36	37	38	39	40
Tau FP inhib	-7%	2%	-2%	3%	1%	-1%	11%	5%
RECQ1 helicase	.	i	-5%	1%	-4%	2%	-3%	1%
JMJD2E inh	.	?	15%	6%	?	-1%	-2%	0%
TRb-SRC2 inh	1%	7%	4%	-2%	-3%	6%	3%	-5%
Tau ThT inhib	-12%	-5%	.	-1%	-5%	-6%	-7%	-3%
RGS12 GoLoco inh	.	267%	4%	1%	6%	1%	1%	-7%
TexasRed fluor	0%	-3%	-2%	1%	-2%	0%	-3%	-3%
L3MBTL1 inh	.	-2%	.	4%	5%	6%	-11%	28µM*

Whole records from above. Values in the order: Tau FP inhib | RECQ1 helicase | JMJD2E inh | TRb-SRC2 inh | Tau ThT inhib | RGS12 GoLoco inh | TexasRed fluor | L3MBTL1 inh
Cc1ccc(NC(=O)CN2C(=O)CN=C(c3ccccc3)c3ccccc32)c(C)c1 reads -7% | . | . | 1% | -12% | . | 0% | .
COc1ccc(C(=O)N/N=C/C23CC[C@@H](O)CC2(O)CC[C@@H]2[C@@H]3CCC3(C)C(C4=CC(=O)OC4)CCC23O)cc1 (some centres not stated) reads -2% | -5% | 15% | 4% | . | 4% | -2% | .
CCCC1=C(C(=O)OCC)C2(C(=O)Nc3ccc(C)cc32)C(C#N)=C(N)O1 (configuration not stated) reads 11% | -3% | -2% | 3% | -7% | 1% | -3% | -11%
CCN(CC)C(=O)c1ccc(N2C(=O)C3CC=C(Cl)CC3C2=O)cc1 (configuration not stated) reads 3% | 1% | 6% | -2% | -1% | 1% | 1% | 4%

(continued)
41: COc1ccc(NC(=O)c2cn(CCC#N)nc2-c2cccc([N+](=O)[O-])c2)cc1
42: COc1cc2c(cc1O)C[C@H]1c3c(cc(O)c(OC)c3-2)CCN1C
43: CCC(=Nc1ccccc1NC(C)=O)c1c(O)n(C)c(=O)n(C)c1=O
44: CCn1c(O)c(/C(C)=N/N2CCCCC2c2cccnc2)c(=O)[nH]c1=S (configuration not stated)
45: CN1C(=O)C(C2(C#N)CCCCC2)C(=O)N(C)C1=O
46: Cc1cccc(CN2CCN(Cc3ccc(Cl)cc3)CC2)c1

entry no.	41	42	43	44	45	46
Tau FP inhib	-1%	.	8%	0%	5%	4%
RECQ1 helicase	i	-5%[25.9 µM]	-1%	i	0%	-6%
JMJD2E inh	4%	?	-4%	-2%	-2%	16µM*
TRb-SRC2 inh	0%	1%[53 µM]	-2%	-1%	-13%	-4%
Tau ThT inhib	.	.	-21%	0%	-7%	-12%
RGS12 GoLoco inh	3%	7%[21.6 µM]	7%	113%[activator]	5%	6%
TexasRed fluor	1%	-2%[53 µM]	-7%	3%	-3%	-4%
L3MBTL1 inh	.	-7%	1%[11.4 µM]	-4%	-4%	.

Some of the compounds tested (hit frequency here may not be typical).
